Screens (PubChem BioAssay)
Cdc42 wt GTP: modulators (inhibitors or activators) of GTP binding to human Cdc42 wildtype. P60953. AID 761. percent activity (GTP binding), % at 10 µM. actives 0.2% (n = 190,000). GST-Cdc42 beads, Bodipy-GTP binding, flow cytometry; actives lie on both sides;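 active = percent activity GTP binding at least 20 points away from the 100% baseline, either down as inhibitor or up as activator; inconclusive = compound flagged as likely green fluorescent from well-wide comparison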;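 note: median bead fluorescence of bound Bodipy-FL-GTP at 100 nM; 0% = excess unlabeled GTP control and 100% = no compound control; below 100% means less GTP binding so inhibitor and above means activator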
Target sequence (P60953 whole entry, looked up): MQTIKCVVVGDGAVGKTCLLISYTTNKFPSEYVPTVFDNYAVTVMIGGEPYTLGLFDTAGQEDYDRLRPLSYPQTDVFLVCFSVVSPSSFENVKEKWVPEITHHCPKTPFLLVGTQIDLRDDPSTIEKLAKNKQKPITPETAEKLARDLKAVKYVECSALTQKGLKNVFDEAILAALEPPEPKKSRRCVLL
Bim-Mcl-1: disrupts Bim peptide binding to human Mcl-1; Q07820; Bead-based flow cytometry, Bim peptide-Mcl-1 binding; inhibition, % at 10 µM; actives 0.1% (n = 190,000); AID 1009; in the data active = inhibition above about 40%;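 note: 0% = no compound tracer wells and 100% = peptide blocker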
Target sequence (Q07820 whole entry, looked up): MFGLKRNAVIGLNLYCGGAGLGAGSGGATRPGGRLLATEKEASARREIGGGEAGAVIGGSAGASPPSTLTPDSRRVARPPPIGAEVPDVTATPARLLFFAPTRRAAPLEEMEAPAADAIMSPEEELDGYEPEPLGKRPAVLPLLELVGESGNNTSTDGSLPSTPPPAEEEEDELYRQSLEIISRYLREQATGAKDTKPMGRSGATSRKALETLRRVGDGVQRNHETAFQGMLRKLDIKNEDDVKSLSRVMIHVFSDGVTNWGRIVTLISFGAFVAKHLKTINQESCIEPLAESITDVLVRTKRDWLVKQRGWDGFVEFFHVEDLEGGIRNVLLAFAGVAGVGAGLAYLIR
HRas wt GTP bind: changes GTP binding to wildtype human HRas | GST-Ras wt beads, Bodipy-FL-GTP binding, flow cytometry; actives lie on both sides | actives 0.14% (n = 190,000) | GTP binding activity, % at 10 µM | AID 759;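 active = GTP binding activity at least 20% away from the 100% baseline, either lowered as inhibitor or raised as activator; inconclusive = flagged as likely green fluorescent, judged across all proteins in the well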;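 note: 0% = unlabeled GTP competition control and 100% = no-compound control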
Target sequence (P01112 whole entry, looked up): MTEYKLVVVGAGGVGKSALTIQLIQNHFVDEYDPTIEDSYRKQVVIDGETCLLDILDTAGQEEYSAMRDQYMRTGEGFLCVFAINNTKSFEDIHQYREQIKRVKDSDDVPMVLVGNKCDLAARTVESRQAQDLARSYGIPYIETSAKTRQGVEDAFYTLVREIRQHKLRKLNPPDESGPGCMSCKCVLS
Avidin bead fluor: avidin bead compound fluorescence profile; fluorescence (KMESF) at 10 µM; actives 0.38% (n = 220,000); Avidin beads, compound fluorescence 488/530 nm, flow cytometry; hits give high values; in the data active = fluorescence above about 47; note: inactives centre near 10
Rac1 wt modul: modulators of human Rac1 wildtype GTP binding; P63000; GST-Rac1 beads, fluorescent GTP binding, flow cytometry; actives lie on both sides; 0 = cold GTP competed, 100 = untreated; GTP binding activity (% of control), % at 10 µM; actives 0.27% (n = 190,000); AID 757;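 active = GTP binding activity at least 20 points away from the 100% control level, either lower or higher; inconclusive = compound flagged as likely green fluorescent, judged across all proteins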
Rab7 wt modul: dog Rab7 wildtype GTP binding, inhibitors and activators; GST-Rab7 beads, fluorescent GTP binding, flow cytometry; actives lie on both sides; untreated = 100%, excess cold GTP = 0%; GTP binding activity (percent of control), % at 10 µM; AID 758; actives 0.055% (n = 190,000);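 active = fluorescent GTP binding to Rab7 beads changed by at least 20 points from the 100% baseline, either direction, mostly lower; inconclusive = compound itself probably fluorescent, or too few beads counted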;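 note: median green fluorescence of bound Bodipy-FL-GTP per Rab7 bead population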
Mcl1-Bid inh: disrupts binding of human Mcl-1 to Bid peptide. Q07820. TR-FRET Mcl-1/Bid-Dy647 peptide binding, 1536-well. inhibition, % at 21.7 µM. actives 0.97% (n = 220,000). AID 1021;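 active = compounds that cut the binding signal by more than half at the single screening dose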;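 note: His-tagged Mcl-1 with europium anti-His antibody binding Bid BH3 peptide; 0% = Mcl-1 plus peptide wells and 100% = peptide-only wells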
Rac1 act GTP bind: modulators of GTP binding to human Rac1 activated mutant. GST-Rac1 activated beads, fluorescent GTP binding, flow cytometry; actives lie on both sides; 100% means binding = to untreated wells. percent activity (GTP binding), % at 10 µM. actives 0.11% (n = 190,000). AID 764;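 active = GTP binding at least 20 percentage points away from the 100% baseline, in either direction, so actives lie on both sides; inconclusive = Compound likely fluorescent itself, or too few beads counted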
Pf gamet viab: kills late stage P. falciparum gametocytes. actives 0.065% (n = 150,000). inhibition, % at 10.9 µM. AID 743093. P. falciparum stage V gametocytes, ATP luminescence, 24 h;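 active = inhibition above the mean plus 3 SD of compounds within the control limits, set per campaign, cut at about 38% in these data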;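 note: 0% = DMSO wells and 100% = medium only without gametocytes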
Rab2 wt GTP: changes GTP binding to wildtype dog Rab2A, up or down | actives 0.19% (n = 190,000) | AID 760 | P61105 | GTP binding activity, % at 10 µM | GST-Rab2 wt beads, Bodipy-GTP binding, flow cytometry;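 active = GTP binding activity at least 20 points away from 100%, either lowered or raised; inconclusive = signal likely due to the compound's own green fluorescence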;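 note: 0% = beads with excess unlabeled GTP and 100% = no-compound control corrected for plate trend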
Mcl1-Noxa inh: Mcl-1/Noxa interaction inhibition | Q07820 | TR-FRET Mcl-1/Noxa peptide binding, 2 h | inhibition, % at 21.7 µM | actives 1.5% (n = 220,000) | AID 1022;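 active = compounds that cut the protein-peptide binding signal by more than 50% relative to plate controls in a single-dose test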;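 note: His-tagged Mcl-1 with rhodamine Noxa BH3 peptide and terbium anti-His antibody; 0% = Mcl-1 plus Noxa peptide wells and 100% = peptide-only wells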
* hit, by the source's call; ? = inconclusive; . = not tested or not shown. This is a random part of the collection. Share with any hit: about 2.7%.

SMILES	Cdc42 wt GTP	Bim-Mcl-1	HRas wt GTP bind	Avidin bead fluor	Rac1 wt modul	Rab7 wt modul	Mcl1-Bid inh	Rac1 act GTP bind	Pf gamet viab	Rab2 wt GTP	Mcl1-Noxa inh
COc1ccc(-c2nnn(CC(=O)N(CC3CCCO3)C(C(=O)NC(C)(C)C)c3ccco3)n2)cc1OC (centres undefined)	97	0	96	10	98	96	-3	96	.	94	9
Cc1cc(/C=C/C(=O)O)c(C)n1-c1ccc(Cl)cc1	95	0	97	9	99	99	-43	93	-11	96	7
CCC(CO)N=CC1=C(O)C(C(=O)c2ccccc2)CCC1=O (centres undefined)	104	-5	100	12	103	100	-6	97	-35	103	-4
C(=N\n1cnnc1)/c1cccn1-c1ccccc1	103	-6	101	37	106	100	-9	100	-40	100	4
O=C(CN1CCOCC1)OCCCc1ccccc1	101	1	99	29	99	97	-19	99	3	101	-18
CC(c1nnc(SCC(=O)Nc2cccnc2Cl)n1-c1ccccc1)N(C)C (centres undefined)	96	0	98	12	100	98	-10	95	0	96	-5
O=C(Cn1nnc(-c2cccs2)n1)NCc1cccs1	100	0	101	24	103	104	-3	98	5	101	-6
O=C(Nc1ccccc1)C(O)C(O)C(=O)Nc1ccccc1 (centres undefined)	98	0	96	10	96	98	-29	96	.	98	-6
CCCOc1ccccc1NC(=O)c1c(-c2ccccc2)noc1C	98	-2	99	7	99	97	0	99	.	99	10
Cc1c(C(=O)Nc2ccc(F)cc2)nnn1-c1cccc(C(F)(F)F)c1	102	3	97	8	97	97	0	94	0	101	-4
Cc1ccccc1-c1cc(C(=O)Nc2sc(C)c(C)c2C(N)=O)c2ccccc2n1	100	-5	98	9	108	97	3	97	1	100	30
Cc1ccc(Oc2cc(-n3nc(C)cc3C)ncn2)cc1	98	-2	102	20	101	98	5	97	26	101	5
CCCCCc1ccc(-c2ccc(OC)cc2)nc1	104	-3	103	9	103	94	5	100	-15	103	6
COc1ccc(CCNC(=O)CSc2nc(C)cc(C)n2)cc1OC	96	-3	94	8	96	92	-2	96	-6	96	-4
COc1ccccc1-c1nnc(NC(=O)c2ccc3ncsc3c2)o1	98	0	95	8	96	95	-12	95	-8	92	23
O=S(=O)(Nc1ccccc1N1CCOCC1)c1ccc(Cl)s1	94	0	100	7	98	98	-46	95	.	98	5
COc1ccccc1NC(=O)COc1cc(Br)c(CNCCCN2CCOCC2)cc1OC	98	2	100	8	100	101	89*	98	1	100	43
COc1ccc(N2CCN(C(=O)CCCn3c(=O)[nH]c4cc(Cl)ccc4c3=O)CC2)cc1	100	0	100	15	101	102	-21	100	.	100	9
c1ccc(CSC2=NCCCN2)cc1	100	-1	99	11	103	100	0	96	.	96	6
C/C(O)=C(/N=O)C(=O)Nc1ccccc1	95	-3	97	17	98	101	-20	100	10	97	6
Cc1cc(N2CCN(Cc3cn(C)nc3-c3cccc(Cl)c3)CC2)cc(C)n1	99	7	102	12	106	105	-21	97	9	101	2
Cc1cccc(OC(C)C(=O)N2CCCc3ccccc32)c1 (centres undefined)	101	-1	100	12	104	98	-22	99	5	100	3
CCOc1ccccc1NC(=S)NC1CCCCC1	99	-4	98	14	103	101	-73	98	-6	98	25
Cc1ccc(NCCC(=O)c2cccc([N+](=O)[O-])c2)c(C)c1	95	-2	97	5	95	99	-16	92	.	97	24
Nc1c(C(=O)NCc2ccco2)nnn1-c1ccccc1	105	-2	101	10	100	98	-11	97	.	100	-2
(further entries)
SMILES	Cdc42 wt GTP	Bim-Mcl-1	HRas wt GTP bind	Avidin bead fluor	Rac1 wt modul	Rab7 wt modul	Mcl1-Bid inh	Rac1 act GTP bind	Pf gamet viab	Rab2 wt GTP	Mcl1-Noxa inh
CCC(C)Sc1nc2c(c(=O)[nH]c(=O)n2C)n1Cc1ccc(Cl)cc1 (centres undefined)	99	-6	99	34	103	99	3	99	-12	98	-1
CN(C)c1nc(Cl)nc(NCCOc2ccccc2)n1	97	1	100	3	102	97	-1	96	-5	97	3
CC(=O)c1ccc(OCCCC(=O)NCC(c2ccco2)N(C)C)cc1 (centres undefined)	108	4	104	8	108	102	12	103	-6	103	25
COC(=O)c1c(N2C(=O)[C@H]3[C@@H](C2=O)[C@]2(C(=O)Nc4ccccc42)N2CCC[C@@H]32)sc(C)c1C	99	-1	100	7	103	112	-32	95	.	102	21
COc1ccc(C(=O)N(C)Cc2ccccc2)cc1Br	99	7	99	22	101	97	-52	100	7	101	7
NC(=O)[C@@H]1CCCN1Cc1nc(Cc2ccccc2Cl)no1	96	-6	99	1	99	103	-14	96	-4	100	1
CCN1C(=O)/C(=C\N(C)C)S/C1=N\S(=O)(=O)c1ccc(C)cc1	95	0	97	10	100	105	-39	95	1	95	0
Cc1ccc(CNC(=O)c2ccc(COc3ccccc3)cc2)cc1	100	-6	99	19	103	98	-34	101	-1	99	12
COc1ccccc1NC(=O)CN1CCN(C2c3ccccc3-c3ccccc32)CC1	?	0	?	8	?	?	9	?	-15	?	15
COc1ccc(Cl)cc1NC(=O)Nc1ccc(Br)cn1	105	-6	104	16	105	102	2	101	.	103	-15
Cc1ccc(C2CN(c3ccccc3)CC2C(=O)c2ccc(F)cc2)cc1 (centres undefined)	102	-2	103	9	104	101	-24	99	20	102	9
FC(F)(F)c1cc(-c2ccco2)nc(NCc2ccc(Cl)cc2)n1	103	0	103	10	104	101	1	98	-12	102	8
COc1ccc(OC)c(NC(=S)NCCSc2ccc(C)cc2)c1	98	-1	101	11	103	100	-17	102	14	101	16
COc1ccc(-c2cc(C(F)F)n3ncc(C(=O)N4CCN(C(=O)c5ccco5)CC4)c3n2)cc1	99	1	98	8	101	99	-5	98	.	97	19
CCn1ncc(NC(=S)Nc2ccc3c(c2)OCO3)c1C(N)=O	96	0	98	9	99	103	-55	95	5	97	11
COc1ccc(N=CC2=C(O)CCCC2=O)cc1	98	-2	97	13	97	97	-66	92	.	94	-16
Cn1cc(Cl)c(-c2n[nH]c(=S)n2-c2ccccc2)n1	97	-8	98	4	101	98	-74	94	.	95	24
COc1ccccc1C(=O)N1CCN(Cc2nc3cc([N+](=O)[O-])ccc3n2C)CC1	96	-2	92	9	97	100	-27	97	-6	96	11
CCOC(=O)c1c(SC)nc(SC)c2c1CCC2	105	0	103	7	108	97	-2	102	.	102	-2
CCN(Cc1cc(=O)n2cc(Cl)c(C)c(Cl)c2n1)Cc1nc2ccccc2c(=O)[nH]1	90	0	94	18	96	97	-38	94	7	93	43
Cc1ccccc1Nc1nc(N)nc(COC(=O)CC2CC3CCC2C3)n1 (centres undefined)	95	-1	94	11	95	98	14	94	4	93	13
COc1ccc(OC)c(C(=O)CSc2nc3c(c(=O)n(C)c(=O)n3C)n2C(C)C)c1	103	-2	102	14	102	102	26	100	.	101	3
OCCCc1n[nH]c(=S)n1-c1ccccc1	94	-1	93	5	94	99	-8	91	-2	96	-7
Cc1ccc(NC(=S)NC2CCN(Cc3ccccc3)CC2)cc1C	98	-4	97	19	100	95	-25	97	0	95	10
O=C(CSc1ccc(-c2ccco2)nn1)NCc1ccc(Cl)cc1	99	-3	98	6	99	100	-23	98	-25	97	21
Additional results
SMILES	Cdc42 wt GTP	Bim-Mcl-1	HRas wt GTP bind	Avidin bead fluor	Rac1 wt modul	Rab7 wt modul	Mcl1-Bid inh	Rac1 act GTP bind	Pf gamet viab	Rab2 wt GTP	Mcl1-Noxa inh
COc1ccc(CN(CC(=O)NC2CCCC2)C(=O)CCC(=O)Nc2cc(C)on2)cc1	101	-2	97	21	104	98	-4	95	1	98	-17
CCOC(=O)c1c(C=O)c(C)n(Cc2ccccc2)c1C	100	2	97	7	99	95	-41	96	.	96	-2
O=C(CC(=O)NN=C1CCCCCC1)NCc1cccnc1	98	2	102	21	101	105	-12	96	8	103	1
N#C/C(=C/c1ccc(N2CCCC2)c([N+](=O)[O-])c1)c1nc2ccccc2[nH]1	101	0	99	12	104	100	40	98	-12	97	25
O=C(CSCc1ccc(Br)cc1)NCc1ccccn1	93	0	95	9	97	99	-18	93	-1	92	19
COc1ccc(S(=O)(=O)Cc2ccc(C(=O)NCCCN3CCc4ccccc4C3)o2)cc1	105	1	102	7	109	97	-24	103	.	100	12
Cc1nnc(NC(=O)C2CCCO2)s1 (centres undefined)	97	-2	96	.	99	98	-7	95	.	96	13

Some of these compounds in order of length of the SMILES, rising:
SMILES	Cdc42 wt GTP	Bim-Mcl-1	HRas wt GTP bind	Avidin bead fluor	Rac1 wt modul	Rab7 wt modul	Mcl1-Bid inh	Rac1 act GTP bind	Pf gamet viab	Rab2 wt GTP	Mcl1-Noxa inh
OCCCc1n[nH]c(=S)n1-c1ccccc1	94	-1	93	5	94	99	-8	91	-2	96	-7
C(=N\n1cnnc1)/c1cccn1-c1ccccc1	103	-6	101	37	106	100	-9	100	-40	100	4
O=C(CC(=O)NN=C1CCCCCC1)NCc1cccnc1	98	2	102	21	101	105	-12	96	8	103	1
Cc1ccc(Oc2cc(-n3nc(C)cc3C)ncn2)cc1	98	-2	102	20	101	98	5	97	26	101	5
CCCOc1ccccc1NC(=O)c1c(-c2ccccc2)noc1C	98	-2	99	7	99	97	0	99	.	99	10
Cc1ccc(CNC(=O)c2ccc(COc3ccccc3)cc2)cc1	100	-6	99	19	103	98	-34	101	-1	99	12
Cc1c(C(=O)Nc2ccc(F)cc2)nnn1-c1cccc(C(F)(F)F)c1	102	3	97	8	97	97	0	94	0	101	-4
CCN1C(=O)/C(=C\N(C)C)S/C1=N\S(=O)(=O)c1ccc(C)cc1	95	0	97	10	100	105	-39	95	1	95	0
COc1ccc(CN(CC(=O)NC2CCCC2)C(=O)CCC(=O)Nc2cc(C)on2)cc1	101	-2	97	21	104	98	-4	95	1	98	-17
COc1ccc(S(=O)(=O)Cc2ccc(C(=O)NCCCN3CCc4ccccc4C3)o2)cc1	105	1	102	7	109	97	-24	103	.	100	12
COc1ccc(N2CCN(C(=O)CCCn3c(=O)[nH]c4cc(Cl)ccc4c3=O)CC2)cc1	100	0	100	15	101	102	-21	100	.	100	9
COc1ccc(-c2cc(C(F)F)n3ncc(C(=O)N4CCN(C(=O)c5ccco5)CC4)c3n2)cc1	99	1	98	8	101	99	-5	98	.	97	19
COC(=O)c1c(N2C(=O)[C@H]3[C@@H](C2=O)[C@]2(C(=O)Nc4ccccc42)N2CCC[C@@H]32)sc(C)c1C	99	-1	100	7	103	112	-32	95	.	102	21
